Htt clearance = mutant huntingtin protein clearance | HeLa Exon1htt(103Q)mCFP, aggregate imaging; zero = plate's median compound well | inhibition, % at 1.5 µM | 47,000 tested, 0.42% active | AID 853;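 active = inhibition of aggregate fluorescence above about 70%, also judged a hit by eye on the cell image, limit read from the data, passing the limit was not always enough; inconclusive = no rule stated for this call; inactive = not judged a hit on image review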;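 note: cells exposed to compound for three days before fixation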
Htt clearance grain fraction = further read-out of Htt clearance, marked with its call; fraction fluorescence in grains; measured here: aggregate grain fluorescence fraction; stronger effect = lower value;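 scaled fraction of total cell fluorescence in grains with unit not stated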
* hit, by the source's call. The list is partial (hit frequency here may not be typical).

What do the screens show for `NS(=O)(=O)c1ccc(-c2ccc(C=NC3CCS(=O)(=O)C3)o2)cc1` (stereo not given)?
Htt clearance: -56; Htt clearance grain fraction: 59

How did Cc1ccc(OCCCN2CCCC2)c(C)c1 do in these assays?
Htt clearance: 17; Htt clearance grain fraction: 17

Results for Cc1ccccc1-n1nc(C)c2cc(C(=O)NCc3cccnc3)sc21 ?
Htt clearance: 17; Htt clearance grain fraction: 33

Results for Cc1cc(NC(=O)C2C3C=CC(C3)C2C(=O)O)no1 (stereo not given) ?
Htt clearance: -4; Htt clearance grain fraction: 34

Results for CCN1C(=O)/C(=C2/Sc3ccc(OC)cc3N2C)SC1=Nc1ccc(C)cc1 ?
Htt clearance: -2; Htt clearance grain fraction: 18

Results for COc1ccc(C(=O)NC(=O)CSc2nnc(-c3ccco3)n2-c2ccccc2)cc1 ?
Htt clearance: -39; Htt clearance grain fraction: 47

Results for COC(=O)c1cc(NC(=O)C2COc3ccccc3O2)ccc1Cl (stereo not given) ?
Htt clearance: 32; Htt clearance grain fraction: 12

How did COc1ccc(N(C(=O)C2CCCCC2)C2C=CS(=O)(=O)C2)c(OC)c1 (stereo not given) do in these assays?
Htt clearance: 32; Htt clearance grain fraction: 30

Results for CCN(CC)C(=O)c1c(C)nc2ccccn12 ?
Htt clearance: -3; Htt clearance grain fraction: 39

What do the screens show for `COCCn1nnnc1C(c1ccc(OC)cc1OC)N1CCN(c2ccccc2F)CC1` (stereo not given)?
Htt clearance: 19; Htt clearance grain fraction: 17

How did CCCSc1nc2c(c(=O)[nH]c(=O)n2C)n1C do in these assays?
Htt clearance: 40; Htt clearance grain fraction: 22

How did COc1c(Cl)cc(-c2noc(C)c2C(=O)NCc2ccccc2)cc1Cl do in these assays?
Htt clearance: 12; Htt clearance grain fraction: 30

Results for CCOc1ccc(CN2CCC(=O)NC2=O)cc1 ?
Htt clearance: -40; Htt clearance grain fraction: 51

How did Cn1c2c(c(=O)n(C)c1=O)CN(CC1CCCO1)CN2 (stereo not given) do in these assays?
Htt clearance: -22; Htt clearance grain fraction: 43

How did COCCNC(=O)CN(c1cc(C(F)(F)F)ccc1Cl)S(C)(=O)=O do in these assays?
Htt clearance: inconclusive

What do the screens show for `CC(=O)c1c(C)[nH]c(C(=O)NCc2cccs2)c1C`?
Htt clearance: 33; Htt clearance grain fraction: 13

Results for O=C(c1ccccc1)N1CCN(C(=O)C23CC4CC(CC(C4)C2)C3)CC1 ?
Htt clearance: 40; Htt clearance grain fraction: 12

What do the screens show for `Cc1ccc(S(=O)(=O)N(C)C2(C)CCS(=O)(=O)C2)cc1` (stereo not given)?
Htt clearance: -20; Htt clearance grain fraction: 27

How did Cc1ccc(-n2nc3c(c2NC(=O)CCC2CCCCC2)CS(=O)C3)cc1 (stereo not given) do in these assays?
Htt clearance: 18; Htt clearance grain fraction: 39

How did CCN(CCCNC(=O)CCNC(=O)Cn1cnc2ccccc2c1=O)c1ccccc1 do in these assays?
Htt clearance: 48; Htt clearance grain fraction: 22

How did CCOC(=O)Nc1ccc2c(c1)N(C(=O)OC)c1ccccc1CC2 do in these assays?
Htt clearance: 47; Htt clearance grain fraction: 19

Results for CCNc1nc(NCC)nc(C(=O)Nc2ccccc2)n1 ?
Htt clearance: -46; Htt clearance grain fraction: 59

How did CCCN1CC=C2C(C#N)=C(N)C(C#N)(C#N)C(c3cc(OC)ccc3OC)C2C1 (stereo not given) do in these assays?
Htt clearance: -20; Htt clearance grain fraction: 25

How did Nc1sc2c(c1C(=O)NC1CCS(=O)(=O)C1)CCCC2 (stereo not given) do in these assays?
Htt clearance: -144; Htt clearance grain fraction: 118

What do the screens show for `O=C(CN1CCOCC1)Nc1cc(Cl)ccc1Cl`?
Htt clearance: -186; Htt clearance grain fraction: 107

What do the screens show for `Cc1noc(C)c1CSc1nnnn1-c1ccc(Cl)cc1`?
Htt clearance: -6; Htt clearance grain fraction: 22

Results for O=C(O)C1CCCCC1C(=O)NC1CCCCC1 (stereo not given) ?
Htt clearance: -6; Htt clearance grain fraction: 18

What do the screens show for `Cc1csc(SCC(=O)Nc2cccc(S(=O)(=O)N3CCCC3)c2)n1`?
Htt clearance: 5; Htt clearance grain fraction: 36

What do the screens show for `CCc1ccc2[nH]c(=O)c(C(c3nnnn3Cc3ccccc3)N3CCOCC3)cc2c1` (stereo not given)?
Htt clearance: -31; Htt clearance grain fraction: 48

Results for CCOC(=O)Cn1c(CN2CCOCC2)nc2c1c(=O)[nH]c(=O)n2C ?
Htt clearance: 22; Htt clearance grain fraction: 24

Results for Cc1nc(C)c2c(c1C(F)(F)F)-c1ccccc1C2(F)F ?
Htt clearance: 14; Htt clearance grain fraction: 14

What do the screens show for `Cc1nc2ccc(S(=O)(=O)NCC(=O)O)cc2s1`?
Htt clearance: -50; Htt clearance grain fraction: 28

What do the screens show for `COc1ccc(CCNC2CC(=O)N(CCc3ccccc3)C2=O)cc1` (stereo not given)?
Htt clearance: 15; Htt clearance grain fraction: 17

How did O=C(NCCc1ccncc1)c1ccccc1F do in these assays?
Htt clearance: 39; Htt clearance grain fraction: 11

What do the screens show for `CCOC(=O)CN1CC23C=CC(O2)C(C(=O)Nc2ccc(F)cc2)C3C1=O` (stereo not given)?
Htt clearance: -63; Htt clearance grain fraction: 62

How did Cc1cc(C)c2c(-n3cccc3)c(NC(=O)OCc3ccccc3)sc2n1 do in these assays?
Htt clearance: -75; Htt clearance grain fraction: 37

How did O=C(NCCCN1CCc2ccccc2C1)C1CCN(S(=O)(=O)N2CCCC2)CC1 do in these assays?
Htt clearance: 34; Htt clearance grain fraction: 24

What do the screens show for `CC(C)Oc1nc(-c2ccccc2O)nc2ccccc12`?
Htt clearance: 48; Htt clearance grain fraction: 22

How did Cc1ccccc1-n1c(=O)cc(NCc2ccc3c(c2)OCO3)[nH]c1=O do in these assays?
Htt clearance: 10; Htt clearance grain fraction: 40

Results for O=C(Nc1cccc(C(F)(F)F)c1)c1cc2ncc(Br)cn2n1 ?
Htt clearance: 15; Htt clearance grain fraction: 17

What do the screens show for `CSc1cccc(NC(=O)C2CCCN(S(=O)(=O)c3cnc[nH]3)C2)c1` (stereo not given)?
Htt clearance: 18; Htt clearance grain fraction: 40

What do the screens show for `CC(NO)/C(=N\O)c1cccs1` (stereo not given)?
Htt clearance: 13; Htt clearance grain fraction: 27

How did COc1ccc(-c2ncccc2O)cc1 do in these assays?
Htt clearance: 8; Htt clearance grain fraction: 18

Results for CCOC(=O)Cn1c(=O)oc2cc(S(=O)(=O)N3CCCc4ccccc43)ccc21 ?
Htt clearance: 0; Htt clearance grain fraction: 33

Results for CCCn1c(SCC(=O)Nc2c(C)cccc2C)nnc1C(C)C ?
Htt clearance: 57; Htt clearance grain fraction: 16

How did COCCN1C(=O)c2ccc(C(=O)Nc3nccs3)cc2C1=O do in these assays?
Htt clearance: -24; Htt clearance grain fraction: 25

How did CN1CCN(c2ccc(C(=O)c3ccc(F)cc3)cc2)CC1 do in these assays?
Htt clearance: -23; Htt clearance grain fraction: 25

How did O=S(=O)(NCCOC12CC3CC(CC(C3)C1)C2)c1cccc2nsnc12 do in these assays?
Htt clearance: 45; Htt clearance grain fraction: 9.3

Results for CCOC(=O)N1CCN(C(=O)Cc2ccc(C)cc2)CC1 ?
Htt clearance: -7; Htt clearance grain fraction: 21

Results for CCOc1ccc(C(c2nnnn2Cc2ccccc2)N2CCN(C(=O)c3ccco3)CC2)cc1 (stereo not given) ?
Htt clearance: 18; Htt clearance grain fraction: 16

Results for Cc1nn(-c2cc(N3CCOCC3)ccc2N)c(=O)c2ccccc12 ?
Htt clearance: -45; Htt clearance grain fraction: 25

How did CN(C)C(=O)CSc1nnc2sc3ccccc3n12 do in these assays?
Htt clearance: -68; Htt clearance grain fraction: 66

What do the screens show for `CSc1nnc([C@@H](NC(=O)OC(C)(C)C)C(C)C)o1`?
Htt clearance: 44; Htt clearance grain fraction: 11

What do the screens show for `O=C(OCc1nnc(-c2ccccc2)o1)c1ccc2c(c1)OCCO2`?
Htt clearance: -45; Htt clearance grain fraction: 53

Results for Cc1cc(=O)oc(C)c1C(=O)N1CCc2c([nH]c3ccccc23)C1C(C)C (stereo not given) ?
Htt clearance: -32; Htt clearance grain fraction: 69

Results for O=C(CSc1nnnn1-c1ccccc1)Nc1nsc(-c2ccccc2)n1 ?
Htt clearance: -19; Htt clearance grain fraction: 44

Results for O=S(=O)(/C=C/c1ccccc1)N1CCN(c2ccccc2)CC1 ?
Htt clearance: 45; Htt clearance grain fraction: 11

What do the screens show for `CC(C)NC(=O)NC(=O)CSc1ncc(C(F)(F)F)cc1Cl`?
Htt clearance: 4; Htt clearance grain fraction: 20

Results for O=C1CCCC2=C1C(c1cccs1)n1ncnc1N2 (stereo not given) ?
Htt clearance: -34; Htt clearance grain fraction: 27

What do the screens show for `CCOC(=O)Nc1cccc(C(=O)O)c1`?
Htt clearance: 60; Htt clearance grain fraction: 7.2

What do the screens show for `COC(=O)[C@@H](NC(=O)NC1CCN(Cc2ccccc2)CC1)C(C)C`?
Htt clearance: -4; Htt clearance grain fraction: 42

Results for C=CCn1c(SCc2nnc(-c3ccccc3)o2)nnc1C(O)c1ccccc1 (stereo not given) ?
Htt clearance: 34; Htt clearance grain fraction: 13

How did COc1ccc(OC)c(-n2c(CN3CCC(C(N)=O)CC3)nc3ccccc3c2=O)c1 do in these assays?
Htt clearance: -69; Htt clearance grain fraction: 31

What do the screens show for `CCCSc1nc(-n2ncc(C#N)c2N)c2c3c(sc2n1)CCC(C)C3` (stereo not given)?
Htt clearance: -54; Htt clearance grain fraction: 30

Results for COc1ccc(Cl)cc1N=Cc1c(O)cc(C)oc1=O ?
Htt clearance: -36; Htt clearance grain fraction: 22

How did CCCC(=O)Nc1ccccc1NC(=O)CN(C)S(=O)(=O)c1ccccc1 do in these assays?
Htt clearance: 0; Htt clearance grain fraction: 20

Results for CCOC(=O)c1c(NC(=O)CSc2nnc(-c3ccccc3)n2CC)sc(C(C)=O)c1C ?
Htt clearance: -44; Htt clearance grain fraction: 30

What do the screens show for `Cc1ccc(SCCNC(=O)C(C)C)cc1`?
Htt clearance: 19; Htt clearance grain fraction: 15

How did COc1cc(C2/C(=C(\O)c3cc(C)ccc3C)C(=O)C(=O)N2CCN(C)C)ccc1O (stereo not given) do in these assays?
Htt clearance: -29; Htt clearance grain fraction: 41

What do the screens show for `CN(C(=O)c1cnc(N2CCN(c3ncccn3)CC2)c2ccccc12)c1ccc(Cl)cc1`?
Htt clearance: 7; Htt clearance grain fraction: 33

What do the screens show for `Cc1cc(C)c(NC2=NS(=O)(=O)c3ccccc32)c(C)c1`?
Htt clearance: -28; Htt clearance grain fraction: 30

How did COc1ccc(-c2nnc3ccc(SCC(=O)NCc4ccco4)nn23)cc1OC do in these assays?
Htt clearance: 8; Htt clearance grain fraction: 32

Results for Cc1cc2c3nonc3ccc2n1C ?
Htt clearance: 17; Htt clearance grain fraction: 17

How did Cc1ccc(CCNC(=O)C2CCCN(S(=O)(=O)c3cccs3)C2)cc1 (stereo not given) do in these assays?
Htt clearance: 7; Htt clearance grain fraction: 20

How did COc1ccccc1C(=O)Nc1c2c(nn1-c1cccc(C)c1C)CS(=O)(=O)C2 do in these assays?
Htt clearance: 20; Htt clearance grain fraction: 13

What do the screens show for `Cc1cc(C(=O)N2CCN(c3ncccn3)CC2)c(C)o1`?
Htt clearance: 3; Htt clearance grain fraction: 21

Results for CCC(C(=O)N1CC2(C)CC1CC(C)(C)C2)N1C(=O)c2ccccc2C1=O (stereo not given) ?
Htt clearance: -7; Htt clearance grain fraction: 41

Results for CCn1c(SCC(=O)Nc2cccc(F)c2)nnc1-c1cc2cc(Br)ccc2o1 ?
Htt clearance: -72; Htt clearance grain fraction: 36

Results for COC(=O)c1cccc(NS(=O)(=O)c2cccs2)c1C ?
Htt clearance: 28; Htt clearance grain fraction: 13

How did Cn1nccc1C(=O)N1CCc2ccccc21 do in these assays?
Htt clearance: -46; Htt clearance grain fraction: 28

What do the screens show for `COc1cccc(-c2nn(-c3ccccc3)cc2C(=O)Nc2nccs2)c1`?
Htt clearance: -10; Htt clearance grain fraction: 23

How did COC(=O)CCP(=O)(O)Cc1ccccc1CP(=O)(O)CCC(=O)OC do in these assays?
Htt clearance: 12; Htt clearance grain fraction: 17

What do the screens show for `O=C(CN(C(=O)CSc1nnc(COc2ccccc2)o1)c1ccc(F)cc1)NC1CCCCC1`?
Htt clearance: -11; Htt clearance grain fraction: 21

Arranged by length of the SMILES (low to high): part of the list above
Results for Cc1cc2c3nonc3ccc2n1C ?
Htt clearance: 17; Htt clearance grain fraction: 17

What do the screens show for `Cc1ccc(SCCNC(=O)C(C)C)cc1`?
Htt clearance: 19; Htt clearance grain fraction: 15

How did Cn1nccc1C(=O)N1CCc2ccccc21 do in these assays?
Htt clearance: -46; Htt clearance grain fraction: 28

Results for COc1ccc(Cl)cc1N=Cc1c(O)cc(C)oc1=O ?
Htt clearance: -36; Htt clearance grain fraction: 22

Results for COC(=O)c1cccc(NS(=O)(=O)c2cccs2)c1C ?
Htt clearance: 28; Htt clearance grain fraction: 13

What do the screens show for `COc1cccc(-c2nn(-c3ccccc3)cc2C(=O)Nc2nccs2)c1`?
Htt clearance: -10; Htt clearance grain fraction: 23

Results for C=CCn1c(SCc2nnc(-c3ccccc3)o2)nnc1C(O)c1ccccc1 (stereo not given) ?
Htt clearance: 34; Htt clearance grain fraction: 13

What do the screens show for `COC(=O)[C@@H](NC(=O)NC1CCN(Cc2ccccc2)CC1)C(C)C`?
Htt clearance: -4; Htt clearance grain fraction: 42

Results for CCn1c(SCC(=O)Nc2cccc(F)c2)nnc1-c1cc2cc(Br)ccc2o1 ?
Htt clearance: -72; Htt clearance grain fraction: 36

How did COc1ccccc1C(=O)Nc1c2c(nn1-c1cccc(C)c1C)CS(=O)(=O)C2 do in these assays?
Htt clearance: 20; Htt clearance grain fraction: 13

What do the screens show for `CN(C(=O)c1cnc(N2CCN(c3ncccn3)CC2)c2ccccc12)c1ccc(Cl)cc1`?
Htt clearance: 7; Htt clearance grain fraction: 33

How did COc1cc(C2/C(=C(\O)c3cc(C)ccc3C)C(=O)C(=O)N2CCN(C)C)ccc1O (stereo not given) do in these assays?
Htt clearance: -29; Htt clearance grain fraction: 41
